MITF primary: MITF inhibitors, primary screen, biochemical, AlphaScreen, human. inhibition, % at 2.6 µM. AlphaScreen MITF homodimerization, bead proximity signal. Microphthalmia-associated transcription factor (Homo sapiens), O75030. actives 0.91% (n = 650,000); in the data active = inhibition above about 50%;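 note: 0% = vehicle wells with protein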
Target sequence (O75030 whole entry, looked up): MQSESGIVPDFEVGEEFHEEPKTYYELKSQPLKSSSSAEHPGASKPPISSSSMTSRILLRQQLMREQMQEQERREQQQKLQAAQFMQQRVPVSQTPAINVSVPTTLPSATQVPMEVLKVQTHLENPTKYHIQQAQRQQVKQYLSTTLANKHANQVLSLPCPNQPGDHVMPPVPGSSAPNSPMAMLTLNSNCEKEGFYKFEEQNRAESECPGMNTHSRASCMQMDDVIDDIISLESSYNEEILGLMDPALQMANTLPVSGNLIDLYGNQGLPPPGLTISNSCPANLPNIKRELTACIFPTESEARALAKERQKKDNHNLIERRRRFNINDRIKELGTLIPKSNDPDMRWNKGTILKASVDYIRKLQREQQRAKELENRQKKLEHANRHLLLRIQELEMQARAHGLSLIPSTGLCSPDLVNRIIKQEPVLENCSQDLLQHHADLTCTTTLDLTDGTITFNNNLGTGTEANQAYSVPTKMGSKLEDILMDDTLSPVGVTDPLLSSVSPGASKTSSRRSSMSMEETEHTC
FBW7 activator: FBW7 E3 ligase activators, primary screen, biochemical, AlphaScreen, human; F-box/WD repeat-containing protein 7 (Homo sapiens), Q969H0; actives 0.13% (n = 650,000); AlphaScreen FBW7–phospho-cyclin E peptide binding, activator screen; normalized activity (activation), % at 26.1 µM; in the data active = normalized activity above about 1.9%;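 note: purified mutant Fbw7 with reduced substrate affinity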
GPR151 activ: activators of human GPR151, primary screen, cell-based, PathHunter beta-arrestin, luminescence; activation, % at 11.2 µM; AID 1508602, 2020; PathHunter beta-arrestin GPR151 cells; actives 1% (n = 650,000); G-protein coupled receptor 151 (Homo sapiens), Q8TDV0; in the data active = activation above about 4.9%;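 note: 0% = median of compound wells and 100% = cells with positive control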
Target sequence (Q8TDV0 whole entry, looked up): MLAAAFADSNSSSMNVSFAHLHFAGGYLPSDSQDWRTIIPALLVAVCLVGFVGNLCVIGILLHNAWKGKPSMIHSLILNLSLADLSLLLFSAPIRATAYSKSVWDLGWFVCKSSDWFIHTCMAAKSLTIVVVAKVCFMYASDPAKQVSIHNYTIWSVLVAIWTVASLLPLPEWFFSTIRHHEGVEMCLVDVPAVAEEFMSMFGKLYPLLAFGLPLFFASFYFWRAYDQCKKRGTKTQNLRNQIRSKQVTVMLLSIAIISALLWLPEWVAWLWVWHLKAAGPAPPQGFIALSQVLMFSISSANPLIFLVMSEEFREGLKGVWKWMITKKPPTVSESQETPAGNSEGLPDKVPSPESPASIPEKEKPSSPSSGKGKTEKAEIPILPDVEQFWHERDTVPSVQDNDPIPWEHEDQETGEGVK
TEAD-YAP block: TEAD-YAP interaction inhibition, primary screen, TEAD-YAP interaction inhibitor project, luminescence, HEK-TIYL cells. inhibition, % at 9.12 µM. TEAD-Gal4/YAP UAS-luciferase luminescence. AID 1259422, 2018. actives 1.4% (n = 640,000); in the data active = inhibition above about 32%;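 note: 0% = median of test compound wells and 100% = reference inhibitor wells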
* hit, by the source's call; / = no result given; & = joins results of further samples.

SMILES	MITF primary	FBW7 activator	GPR151 activ	TEAD-YAP block
CCOC(=O)CNC(=S)N(Cc1ccc(F)cc1)C1CCCCC1	38	0.3	-0.6	-5
C=CCOc1ccccc1CN1C[C@@H](n2cnnn2)C[C@H]1C(=O)NCc1cccs1	4	0.0	0.5	2
Clc1ccccc1-c1ccc(N2CCN(c3ccccn3)CC2)nc1	9	-0.1	1.2	-26
O=C(CCCOc1ccccc1)N1CCCCC1	8	0.3	-4.3	15
C=CCc1ccccc1OCCCNCCN	0	0.1	1.2	8
Cc1ccc(NC(=O)CSc2ncccn2)cc1C	3	-0.1	0.6	-29
COc1cc(OC)c(NC(=O)CCCNC(=O)Cn2cnc3sc(C)c(C)c3c2=O)cc1Cl	14	0.1	-1.1	6
O=C(COc1cc(Cl)ccc1Cl)Nc1nccs1	2	-0.1	-2.0	-14
Cc1ccc(-c2c(C)n([O-])c(C)c(C)[n+]2=O)o1	7	0.2	1.2	-4
O=C(O)CCc1nnc2ccc(N3CCCC3)nn12	3	-0.1	-0.7	-5
CCOC(=O)C1CCCN(Cc2ccc(OC)c(Br)c2)C1 (stereo not given)	17	-0.4	0.7	5
O=C(Nc1c(-c2ccccc2)nc2ccc(Cl)cn12)c1ccco1	8	0.1	0.9	10
O=C(NCCCN1CCCC1=O)c1ccc2nc(Nc3ccc(C(F)(F)F)cc3)sc2c1	4	0.0	-1.4	-26
COc1ccc(-c2noc(C(C)Oc3ccc(Cl)cc3Cl)n2)cc1OC (stereo not given)	-4	0.0	0.4	2
O=C1C(=O)N(Cc2cccnc2)C(c2cccnc2)/C1=C(/O)c1ccc(F)cc1 (stereo not given)	-4	0.0	-1.3	-11
O=C(CSCC(=O)OCC(=O)N1CCCCC1)Nc1ccc(Br)cn1	5	0.0	-0.1	9
COc1ccc2ccccc2c1CN1CCN(C(=O)c2ccc(F)cc2)CC1	49	0.8	-0.9	-1
COC(=O)N/N=C\c1cc(Br)cs1	8	0.7	0.3	-7
COCC1=C(C(=O)OC)C(c2ccc(N(C)C)cc2)n2ncnc2N1 (stereo not given)	-3	-0.1	1.9	-6
CCCC(=O)N1CCN(c2nc(Cc3ccccc3)c3c(c2C#N)CC(C)(C)OC3)CC1	6	0.1	0.6	-10
Cc1ccc(NCN2C(=O)C(=O)c3ccccc32)c(C)c1	8	0.2	-0.8	2
O=C(NCC1CCC2(CCN(Cc3ccc4nsnc4c3)CC2)O1)C1CCOCC1 (stereo not given)	2	-0.1	0.8	1
COc1ccc(C)cc1NC(=O)c1cc(S(=O)(=O)N2CCc3ccccc32)ccc1F	2	0.0	-0.3	3
CSc1ccc(N2CCN(CCNC(=O)Nc3cccc(Cl)c3)CC2)cc1	7	0.0	1.3	-4
CC(=O)Oc1cccc(/C=c2\sc3ncnn3c2=O)c1	23	0.2	-1.3	-1
Going on with the list.
SMILES	MITF primary	FBW7 activator	GPR151 activ	TEAD-YAP block
CC1=CCC2C(=O)N(c3ccc(Br)cc3)C(=O)C2C1 (stereo not given)	-5	-0.1	3.8	1
CC(=O)N1CC(C)C(=S)Nc2ccccc21 (stereo not given)	12	1.0	3.6	9
O=C(Nc1ccccc1C(=O)O)c1cccc(S(=O)(=O)Nc2ccccc2)c1	-6	0.0	0.2	3
COC(=O)c1cc(C(=O)NC(C)C23CC4CC(CC(C4)C2)C3)cc([N+](=O)[O-])c1 (stereo not given)	17	0.0	1.3	-8
CCCCC1=CC2=CC(=O)C(C)(O)C(=O)C2=CO1 (stereo not given)	-29	0.0	-0.2	/
O=C(CCn1c(=O)[nH]c2ccccc2c1=O)Nc1ccc(F)c(F)c1	9	0.0	1.4	-3
CC1=C(C(=O)OCCC#N)C(c2ccc(Cl)c(Cl)c2)NC(=O)N1 (stereo not given)	-5	-0.2	-0.6	-1
C=CCNC(=O)c1sc2nc3ccc(C(C)C)cc3cc2c1N	20	0.9	0.7	-5
Clc1nc(N2CCCCCC2)nc(N2CCCCCC2)n1	-14	0.0	0.2	-1
COc1ccc(-c2ncc(C(=O)Nc3ccc(Oc4ccccc4)cc3)s2)cc1	7	-0.2	1.1	-1
COC(=O)c1nnn(-c2nonc2OC)c1C	-3	-0.1	-0.9	-3
O=C1c2ccccc2CC1Sc1nnc(-c2ccncc2)o1 (stereo not given)	-5	-0.1	-0.3	-7
CC(=O)N1N=C(C2CCCCC2)OC12CCCC2	8	0.2	-0.2	-3
CC1CCC(NS(=O)(=O)c2ccc3c(c2)CCN3C(=O)CCCC(=O)O)CC1 (stereo not given)	13	0.8	-1.0	0
N/C(=N\N=C\c1ccc(O)c(O)c1)SC1CC(=O)N(c2ccc(C(=O)O)cc2)C1=O (stereo not given)	82*	0.1	0.3	-6
Cc1ccc(C(=O)NCCc2nnc3n2CCN(Cc2ccc(O)cc2)CC3)cc1	9	-0.1	2.2	11
O=c1cc(-c2ccccc2)n2c(SCc3ccccc3Cl)nnc2[nH]1	19	0.2	0.0	-2
CN1CCN(C(=O)c2ccc3c(c2)CC(C(=O)Nc2ccc(-c4cn[nH]c4)cc2)CO3)CC1 (stereo not given)	2	0.1	-0.8	13
COc1cccc(NC(=O)CCCCCN2C(=O)c3cccc([N+](=O)[O-])c3C2=O)c1	6	0.3	1.4	-2
Cc1cc(C)nc(/N=C(\N)Nc2ccc(-c3ccccc3)cc2)n1	8&5	-0.3&-0.1	0.0&0.6	24&5
CCCOC(=O)C1C2C=CC3(CN(Cc4ccco4)C(=O)C13)O2 (stereo not given)	9	0.5	-1.5	3
CCOC(=O)C1=C(N)N(c2cccc([N+](=O)[O-])c2)C2=C(C(=O)CC(C)(C)C2)C1c1ccccc1 (stereo not given)	3	-0.3	0.7	-12
COCCOC(=O)C1=C(C)NC(=O)CC1c1cc2c(cc1Br)OCO2 (stereo not given)	4	-0.1	1.1	7
COCCN(Cc1cc2c(C)cc(C)cc2nc1Cl)C(C)=O	-4	-0.1	-0.8	3
COC(=O)C1=C(C)N(CCC2=CCCCC2)C(=O)/C1=C\c1ccc(O)cc1	14	0.2	-1.0	-4
Other structures:
SMILES	MITF primary	FBW7 activator	GPR151 activ	TEAD-YAP block
Cc1ccc(C(=O)NS(=O)(=O)c2ccc(N=NN(C)C)cc2)cc1	8	0.4	0.9	2
COc1cc(Nc2nc(NC3CCN(Cc4ccccc4)CC3)c3ncn(C4CCCCC4)c3n2)cc(OC)c1OC	17	0.1	-0.7	-8
CC(=O)N1CCN(CC(=O)Nc2ccc(C)cc2Br)CC1	1	-0.1	0.0	2
Oc1cccc(-c2nc(-c3ccccc3)c(-c3cccs3)[nH]2)c1	4	0.0	0.4	20
Cc1cc(NCc2ccccn2)ccc1Br	47	0.1	0.1	-16
CC(C)C(=O)Nc1cc(NC(=O)C(C)C)cc(C(=O)O)c1	-15	-0.2	0.8	3
O=C(CSc1nc2ccc(Br)cc2c(=O)n1-c1ccccc1)NCc1ccco1	0	0.0	-1.7	3
COc1cc2c(cc1OC)CC(C)(C)N(C(=O)c1ccccc1)C2	-22	0.2	-1.0	-15
COC(=O)c1ccc(NC(=O)CC2C(=O)N(CCc3ccccc3)C(=S)N2CCc2ccc(Cl)cc2)cc1 (stereo not given)	8	0.1	2.3	-1
CCCN(C(=O)CSc1nnc(N)s1)c1c(N)n(Cc2ccccc2)c(=O)[nH]c1=O	-1	-0.1	1.5	7
CC(C(=O)OCC(=O)c1ccccc1)N1C(=O)c2ccccc2C1=O (stereo not given)	9	0.1	-0.7	8
Cc1cccc(NC(=O)C2CC(O)CN2C(=O)OCC(C)C)c1C (stereo not given)	10	0.0	-0.2	2
Cc1cccc(NC(=O)C(C)Oc2ccccc2)n1 (stereo not given)	-12	0.1	1.1	0
CCC1CCCCN1Cc1nc2c(c(=O)n(C)c(=O)n2C)n1CCc1ccccc1 (stereo not given)	-3	-0.2	-0.7	5
CCOc1ccc(C(=O)Nc2ccc(-c3nc4cc(C)ccc4o3)cc2)cc1Cl	-5	0.2	-0.9	-1
Cn1ncc(Cl)c1C(=O)NC(=S)Nc1cc([N+](=O)[O-])cc(Cl)c1O	-1	0.5	-1.9	-1
CC(=O)NC1=NC(=O)/C(=C/c2ccc(-c3ccc(C)c(Cl)c3)o2)S1	-6	0.0	5.3*	-1
COc1ccc(/C(C)=N/N=C(\N)SC2CC(=O)N(c3ccccc3OC)C2=O)cc1F (stereo not given)	-12	0.1	-0.3	14
CC1(C)CC(=O)C=C(Nc2ccccc2)C1	-7	-0.3	-0.3	-13
CCC(=O)N1N=C(c2ccc(C)o2)CC1c1ccc(N(C)C)cc1 (stereo not given)	12	-0.1	1.3	-6
CC(Oc1ccc2ccccc2c1)C(=O)N/N=C\c1cc([N+](=O)[O-])ccc1O (stereo not given)	-12	-0.1	-0.4	4
CC(C)COc1cccc(C(=O)NC(=S)NCc2cccnc2)c1	17	-0.1	-0.7	2
COc1ccc(S(=O)(=O)N2CCOCC2)cc1NS(=O)(=O)c1ccc(F)c(F)c1	4	0.0	-1.2	-6
Cc1nc2ccccn2c(=O)c1C(=O)NCc1ccc(F)cc1	11	0.1	0.5	-6
O=C(/C=C/c1ccc(Cl)cc1Cl)NCCNc1c(Cl)cccc1[N+](=O)[O-]	5	0.2	2.0	2
Next compounds
SMILES	MITF primary	FBW7 activator	GPR151 activ	TEAD-YAP block
CSCCCNC(=O)CCc1nnc(CCCCc2ccccc2)o1	-8	0.0	-0.2	-10
COC(=O)c1c(-c2ccc(Br)cc2)noc1N	-2	0.2	-0.4	-3
O=[N+]([O-])c1ccc(Cl)c(-n2cnnn2)c1	8	-0.1	0.9	59*
COc1cccc(CNC(=O)c2nnc(-c3cccnc3)o2)c1	-5	-0.3	-0.4	-2
CC[C@@H]1NC(=O)[C@@H]2C[C@H](NC(=O)Oc3ccc(Cl)cc3)CN2C1=O	-5	-0.2	-0.5	-6
CCCCSCC(COC)OC(=O)c1ccccc1 (stereo not given)	9	0.0	0.6	-3
Cc1ccccc1-n1nc2c(c1NC(=O)c1ccc(Cl)cc1)CS(=O)(=O)C2	-13	-0.2	1.5	-7
O=C(CN1C(=O)C2C3C=CC(C3)C2C1=O)NC1CCCc2ccccc21 (stereo not given)	-11	0.0	-0.8	3
CCOC(=O)C1=C(C)n2c(s/c(=C/c3ccc(OC)c(OC)c3OC)c2=O)=NC1c1ccc(O)c(OC)c1 (stereo not given)	7	0.0	-0.8	-3
CCN(CC)C(=O)c1nn(-c2ccc(OC)cc2)c(=O)c2ccccc12	15	0.4	1.8	5
COC(=O)C1=C(C(=O)OC)[C@@H]2N(C)c3ccccc3[C@@]23C[C@@H](C(=O)OC)N(C(=O)c2cccs2)C3=N1	-1	0.0	-0.9	/
CCOc1cc2oc(=O)cc(C)c2cc1CC	8	-0.1	1.7	1
COc1cccc(-c2csc(N3CCN(CC(=O)NNC(=O)c4ccco4)CC3)n2)c1	27	0.0	2.2	-1
COc1ccccc1/C=C/c1onc(C)c1S(=O)(=O)N1CCC(C(=O)NC(C)C)CC1	10	0.1	-0.2	4
COc1cc(/C=N\NC(=O)c2cc(-c3ccc(C)s3)[nH]n2)ccc1O	8	0.0	0.3	2
O=c1/c(=C/c2ccc(-c3ccccc3Cl)o2)sc2nc3ccccc3n12	-3	-0.1	-0.3	-2
COc1cccc(Nc2nc(-c3cccc(C)c3)nc3ccccc23)c1	-10	0.2	-0.2	2
O=C1CCCN1CCn1cnc2c(NCCN3CCOCC3)nc(-c3csc4ccccc34)nc21	11	0.2	0.4	9
COc1ccc(Nc2nnc(SCC(=O)Nc3ccc(C(C)=O)cc3)s2)cc1	19	0.4	-1.2	-26
COC(=O)CSc1nc(N)c2c3c(sc2n1)COC(C(C)C)C3 (stereo not given)	3	0.2	-0.6	-3
CCCCNC1CCN(c2cccc(NC(=O)c3ccccc3OC)c2)CC1	29	0.3	2.7	41*

Exported field by field: 4 of the compounds above
Cn1ncc(Cl)c1C(=O)NC(=S)Nc1cc([N+](=O)[O-])cc(Cl)c1O
- MITF primary: -1
- FBW7 activator: 0.5
- GPR151 activ: -1.9
- TEAD-YAP block: -1

COc1cccc(Nc2nc(-c3cccc(C)c3)nc3ccccc23)c1
- MITF primary: -10
- FBW7 activator: 0.2
- GPR151 activ: -0.2
- TEAD-YAP block: 2

COC(=O)c1ccc(NC(=O)CC2C(=O)N(CCc3ccccc3)C(=S)N2CCc2ccc(Cl)cc2)cc1 (stereo not given)
- MITF primary: 8
- FBW7 activator: 0.1
- GPR151 activ: 2.3
- TEAD-YAP block: -1

C=CCc1ccccc1OCCCNCCN
- MITF primary: 0
- FBW7 activator: 0.1
- GPR151 activ: 1.2
- TEAD-YAP block: 8

An excerpt from above in order of molecular weight, rising:
SMILES	MITF primary	FBW7 activator	GPR151 activ	TEAD-YAP block
CC[C@@H]1NC(=O)[C@@H]2C[C@H](NC(=O)Oc3ccc(Cl)cc3)CN2C1=O	-5	-0.2	-0.5	-6
COc1cc(/C=N\NC(=O)c2cc(-c3ccc(C)s3)[nH]n2)ccc1O	8	0.0	0.3	2
CSCCCNC(=O)CCc1nnc(CCCCc2ccccc2)o1	-8	0.0	-0.2	-10
COc1ccc(Nc2nnc(SCC(=O)Nc3ccc(C(C)=O)cc3)s2)cc1	19	0.4	-1.2	-26

Assay outcomes as filed in PubChem BioAssay.
